FBW7 act: activators of human E3 ligase FBW7 | AlphaScreen FBW7–phospho-cyclin E peptide binding, activator screen | Q969H0 | 650,000 compounds, 0.13% hits | normalized activity (activation), % at 26.1 µM | AID 1259310; in the data active means normalized activity above about 1.9%;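 further: purified mutant Fbw7 with reduced substrate affinity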
Target sequence (Q969H0 whole entry, looked up): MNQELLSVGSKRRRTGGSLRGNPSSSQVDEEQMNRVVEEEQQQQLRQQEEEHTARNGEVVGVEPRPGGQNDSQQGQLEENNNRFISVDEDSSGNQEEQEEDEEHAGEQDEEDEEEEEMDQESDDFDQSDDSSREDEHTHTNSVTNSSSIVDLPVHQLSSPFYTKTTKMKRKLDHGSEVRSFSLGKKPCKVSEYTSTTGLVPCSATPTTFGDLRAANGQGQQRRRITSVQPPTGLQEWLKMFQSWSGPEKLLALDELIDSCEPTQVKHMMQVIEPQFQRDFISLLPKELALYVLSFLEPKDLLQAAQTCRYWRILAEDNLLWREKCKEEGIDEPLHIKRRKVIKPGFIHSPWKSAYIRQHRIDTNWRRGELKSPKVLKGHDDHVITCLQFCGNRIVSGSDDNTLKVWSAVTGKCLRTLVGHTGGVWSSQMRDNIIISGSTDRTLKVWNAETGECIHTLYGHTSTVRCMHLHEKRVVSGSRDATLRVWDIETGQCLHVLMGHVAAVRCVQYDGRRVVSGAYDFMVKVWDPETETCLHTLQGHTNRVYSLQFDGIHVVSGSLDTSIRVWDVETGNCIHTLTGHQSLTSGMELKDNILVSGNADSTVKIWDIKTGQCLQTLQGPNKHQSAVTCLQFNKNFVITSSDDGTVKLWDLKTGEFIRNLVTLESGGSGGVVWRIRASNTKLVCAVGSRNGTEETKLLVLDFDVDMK
TEAD-YAP inh: TEAD-YAP interaction inhibition; HEK-TIYL cells, TEAD-Gal4/YAP UAS-luciferase luminescence; inhibition, % at 9.12 µM; 640,000 compounds, 1.4% hits; AID 1259422; in the data active means inhibition above about 32%;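 further: 0% = median of test compound wells and 100% = reference inhibitor wells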
MITF inh: human MITF inhibition, primary screen. O75030. AlphaScreen MITF homodimerization, bead proximity signal. inhibition, % at 2.6 µM. 650,000 compounds, 0.91% hits. AID 1259374; in the data active means inhibition above about 50%;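 further: 0% = vehicle wells with protein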
GPR151 activ: activates the human receptor GPR151 | Q8TDV0 | PathHunter beta-arrestin GPR151 cells, luminescence | activation, % at 11.2 µM | 650,000 compounds, 1% hits; in the data active means activation above about 4.9%;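 further: 0% = median of compound wells and 100% = cells with positive control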
Target sequence (Q8TDV0 whole entry, looked up): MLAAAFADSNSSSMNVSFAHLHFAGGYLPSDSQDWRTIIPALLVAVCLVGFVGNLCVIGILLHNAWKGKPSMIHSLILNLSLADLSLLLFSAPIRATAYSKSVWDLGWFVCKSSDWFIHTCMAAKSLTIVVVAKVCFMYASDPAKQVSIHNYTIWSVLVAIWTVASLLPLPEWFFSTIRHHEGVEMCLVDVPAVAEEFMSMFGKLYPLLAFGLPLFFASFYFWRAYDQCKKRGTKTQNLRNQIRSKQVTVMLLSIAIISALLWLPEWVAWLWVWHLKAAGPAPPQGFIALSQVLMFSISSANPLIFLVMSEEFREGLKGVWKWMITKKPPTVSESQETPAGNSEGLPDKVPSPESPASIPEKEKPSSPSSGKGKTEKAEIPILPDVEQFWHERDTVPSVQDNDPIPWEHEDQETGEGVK
The depositor's hits bear a star; & = joins results of further samples.

Screening CCOc1cc(C(=O)Nc2cccc(-c3cn4cccnc4n3)c2)cc(OCC)c1OCC returned FBW7 act 0.0, TEAD-YAP inh 9, MITF inh -3 and GPR151 activ -1.7.
`CCNC(=O)c1cc2c(=O)n3cccc(C)c3nc2n(CCO)c1=N` gave FBW7 act -0.2, TEAD-YAP inh 10, MITF inh 17 and GPR151 activ 0.0.
Cc1cc2oc(=O)cc(CN3CCOCC3)c2cc1Cl was read as FBW7 act -0.1, TEAD-YAP inh -4, MITF inh -6 and GPR151 activ 0.3.
CCOc1ccc(N(CC(=O)N2CCC(C)CC2)S(C)(=O)=O)cc1 was read as FBW7 act 0.0, TEAD-YAP inh -1, MITF inh -13 and GPR151 activ -0.3.
O=c1c2c3c(sc2nc2n1CCCC2)CCC3 was read as FBW7 act 0.1, TEAD-YAP inh 6, MITF inh 15 and GPR151 activ -1.3.
`Cc1ccc(/C=N\NC(=O)Cc2cccn2C)cc1` gave FBW7 act 0.0, TEAD-YAP inh -8, MITF inh 7 and GPR151 activ 1.0.
Screening Cc1cc(Cl)c(C(=O)Nc2cccc(C(F)(F)F)c2)c(C)n1 returned FBW7 act 0.1, TEAD-YAP inh 4, MITF inh -13 and GPR151 activ -0.1.
Screening Cc1ccc(C(=O)NCCc2nnc3n2CCN(C/C=C/c2ccco2)CC3)c(C)c1 returned FBW7 act -0.1, TEAD-YAP inh 2, MITF inh -2 and GPR151 activ 0.2.
`O=C(C1CCCO1)N1CCN(CC(O)c2ccccc2)CC1` (centres undefined) gave FBW7 act 0.0, TEAD-YAP inh 0, MITF inh 38 and GPR151 activ -1.7.
Screening O=C(CNC(=O)c1cccs1)OCc1ccc(Cl)c(Cl)c1 returned FBW7 act 0.1, TEAD-YAP inh 5, MITF inh 3 and GPR151 activ -1.2.
`O=C(NCc1nc2ccccc2[nH]1)c1cccc(Nc2ccc3ncccc3c2)c1` gave FBW7 act -0.1, TEAD-YAP inh -18, MITF inh 6 and GPR151 activ -2.3.
For O=C(NC1CC1)c1csc(N2CCC(N3CCOCC3)CC2)n1 the results were FBW7 act -0.1, TEAD-YAP inh 1, MITF inh 7 and GPR151 activ -2.0.
For COCCCNC(=O)CSc1nc2ccccc2[nH]1 the results were FBW7 act -0.2, TEAD-YAP inh 3, MITF inh -5 and GPR151 activ 0.2.
Screening Cc1ccc2c(c1)N(C(=O)CCC(=O)NC1CCC(C)CC1)CCO2 (centres undefined) returned FBW7 act -0.1, TEAD-YAP inh -5, MITF inh -17 and GPR151 activ 0.9.
`CCCCN(C)CCC(=O)Nc1cccc(Cl)c1` gave FBW7 act 0.2, TEAD-YAP inh -3, MITF inh 11 and GPR151 activ 1.5.
For Cc1ccnc(NC(c2ccc(N(C)C)cc2)c2ccc3cccnc3c2O)c1 (centres undefined) the results were FBW7 act -0.2, TEAD-YAP inh -56, MITF inh 60* and GPR151 activ 1.9.
Screening CC(C)(C)NC(=O)NC(=O)CN1C(=O)c2ccccc2S1(=O)=O returned FBW7 act -0.1, TEAD-YAP inh -1, MITF inh 3 and GPR151 activ -0.1.
`Cc1ccc(CNc2ccc3ncc(-c4cccc(CN)c4)n3n2)c(C)c1` gave FBW7 act 0.0, TEAD-YAP inh 28, MITF inh -5 and GPR151 activ 0.3.
For CC1=C(C(=O)OCc2ccco2)C(c2ccc(F)cc2)NC(=O)N1 (centres undefined) the results were FBW7 act -0.1, TEAD-YAP inh 8, MITF inh 21 and GPR151 activ 4.2.
Screening COc1cc(Nc2nc(N3CCC(N4CCOCC4)CC3)nc3c2ncn3Cc2ccc(C(F)(F)F)cc2)cc(OC)c1OC returned FBW7 act 0.0, TEAD-YAP inh 19, MITF inh 22 and GPR151 activ 2.4.
Screening CCOC(=O)c1cnc2ccc(OCC)cc2c1NCCCN1CCOCC1 returned FBW7 act 0.1, TEAD-YAP inh 11, MITF inh 13 and GPR151 activ 0.2.
Screening CC(=O)N/N=C/c1ccc(OCCOc2ccc(Br)cc2)cc1 returned FBW7 act 0.1, TEAD-YAP inh 7, MITF inh 14 and GPR151 activ 1.0.
For O=C(CCCn1c(SCC(=O)Nc2ccccc2C(F)(F)F)nc2ccccc2c1=O)NCc1ccccc1 the results were FBW7 act -0.1, TEAD-YAP inh 0, MITF inh -4 and GPR151 activ -0.2.
Screening c1ccc(Oc2ccccc2-c2cnc3c(NCCc4cccnc4)nccn23)cc1 returned FBW7 act 0.5, TEAD-YAP inh 4, MITF inh 14 and GPR151 activ -0.6.
`CC(Oc1ccccc1Br)c1nc(-c2nonc2N)no1` (centres undefined) gave FBW7 act -0.1, TEAD-YAP inh -9, MITF inh -4 and GPR151 activ 0.8.
`CCOc1ccc(C2C(C(=O)Nc3ccccc3OCC)c3ccccc3C(=O)N2CCN2CCOCC2)cc1` (centres undefined) gave FBW7 act 0.4, TEAD-YAP inh 6, MITF inh 24 and GPR151 activ -1.5.
O=C(Nc1ccc(Br)cc1)c1ccc(F)c(S(=O)(=O)N2CCCCC2)c1 was read as FBW7 act 0.3, TEAD-YAP inh 22, MITF inh 13 and GPR151 activ -1.2.
Screening CCc1nnc(NC(=O)CSC2=NCCS2)s1 returned FBW7 act -0.6, TEAD-YAP inh -3, MITF inh 4 and GPR151 activ 2.4.
CCOC(=O)c1ccccc1NC(=O)c1ccccc1C was read as FBW7 act -0.1, TEAD-YAP inh 3, MITF inh -5 and GPR151 activ 0.8.
`COc1ccc(-c2cnnc(NCCCN3CCCC3=O)n2)cc1` gave FBW7 act 0.2, TEAD-YAP inh 9, MITF inh 9 and GPR151 activ -0.5.

Next part, starting with the last 4 of the part before.
O=C(Nc1ccc(Br)cc1)c1ccc(F)c(S(=O)(=O)N2CCCCC2)c1 was read as FBW7 act 0.3, TEAD-YAP inh 22, MITF inh 13 and GPR151 activ -1.2.
Screening CCc1nnc(NC(=O)CSC2=NCCS2)s1 returned FBW7 act -0.6, TEAD-YAP inh -3, MITF inh 4 and GPR151 activ 2.4.
CCOC(=O)c1ccccc1NC(=O)c1ccccc1C was read as FBW7 act -0.1, TEAD-YAP inh 3, MITF inh -5 and GPR151 activ 0.8.
`COc1ccc(-c2cnnc(NCCCN3CCCC3=O)n2)cc1` gave FBW7 act 0.2, TEAD-YAP inh 9, MITF inh 9 and GPR151 activ -0.5.
Screening CCOC(=O)c1c(NC(=O)CN2CCCCC2)sc(C(C)=O)c1C returned FBW7 act 0.4, TEAD-YAP inh 2, MITF inh 20 and GPR151 activ 4.6.
For Cc1nc2ccccc2nc1SCC(=O)c1ccccc1 the results were FBW7 act -0.1, TEAD-YAP inh 3, MITF inh 4 and GPR151 activ 0.4.
`O=C(C1CN(Cc2ccc(Cl)s2)CCN1C(=O)NCc1ccco1)N1CCCC1` (centres undefined) gave FBW7 act -0.1, TEAD-YAP inh -3, MITF inh -1 and GPR151 activ 3.5.
Screening COc1cc2c(cc1OC)C(COc1ccccc1OC)N(C(=O)C(C)(C)C)CC2 (centres undefined) returned FBW7 act 0.3, TEAD-YAP inh 12, MITF inh 7 and GPR151 activ 4.3.
Screening O=C(Nc1ccccc1)c1cc(N2CCOCC2)nc2ccccc12 returned FBW7 act 0.0&0.2, TEAD-YAP inh 7&-6, MITF inh 9&12 and GPR151 activ 0.3&1.6.
Screening CCN1CCN(c2oc(COc3ccccc3F)nc2C#N)CC1 returned FBW7 act 0.0, TEAD-YAP inh -14, MITF inh 11 and GPR151 activ 0.2.
Screening Cc1cc(NC(=O)COn2nnc3ccc(S(C)(=O)=O)cc32)no1 returned FBW7 act -0.1, TEAD-YAP inh 9, MITF inh -1 and GPR151 activ 1.4.
For CCC(C)Nc1c(-c2ccc(C)c(C)c2)c(=O)c1=O (centres undefined) the results were FBW7 act -0.2, TEAD-YAP inh 52*, MITF inh -3 and GPR151 activ 0.4.
CCOc1ccccc1-n1cnc2cc(C(=O)NC3CCCCCC3)ccc21 was read as FBW7 act -0.1, TEAD-YAP inh -9, MITF inh 10 and GPR151 activ 0.6.
`COc1ccc(Br)cc1-c1nc2ccccc2c(=O)o1` gave FBW7 act 0.4, TEAD-YAP inh -4, MITF inh 1 and GPR151 activ 0.7.
Screening COc1cccc(NC(=O)C2CCCN(c3nn4c(=O)cc(C)nc4s3)C2)c1 (centres undefined) returned FBW7 act 0.1, TEAD-YAP inh -4, MITF inh -1 and GPR151 activ -1.4.
CCn1c(=O)cc(OCC(=O)NCCCN2CCc3ccccc3C2)c2ccccc21 was read as FBW7 act 0.3, TEAD-YAP inh -1, MITF inh 12 and GPR151 activ -0.7.
`CC(C)N(CCNC(=O)c1csc(NCCN2CCOCC2)n1)C(C)C` gave FBW7 act 0.6, TEAD-YAP inh 1, MITF inh 3 and GPR151 activ -1.0.
For COc1ccc(-c2cnc(NCCCN3CCOCC3)nc2)cc1 the results were FBW7 act 0.2, TEAD-YAP inh -14, MITF inh 16 and GPR151 activ -1.7.
For Cc1ccc(NC(=O)C2C3C=CC4(O3)C2C(=O)N(Cc2ccccc2Cl)C4C(=O)NC2CCCCC2)cc1 (centres undefined) the results were FBW7 act -0.1, TEAD-YAP inh 6, MITF inh 1 and GPR151 activ -0.3.
Screening O=C(Nc1nc2ccccc2[nH]1)C1(c2cccs2)CCOCC1 returned FBW7 act -0.1, TEAD-YAP inh 5, MITF inh 2 and GPR151 activ -1.4.
CCCc1noc(CN2CCC(OCc3cccnc3)CC2)n1 was read as FBW7 act 0.6, TEAD-YAP inh -7, MITF inh -3 and GPR151 activ -2.3.
Cc1cccc(NC(=O)CN(c2ccc(Cl)cc2C)S(C)(=O)=O)c1 was read as FBW7 act -0.1, TEAD-YAP inh -15, MITF inh 0 and GPR151 activ 0.4.
`O=c1oc2ccc(Br)cc2cc1-c1nc(-c2ccc(Oc3ccccc3)cc2)cs1` gave FBW7 act 0.0, TEAD-YAP inh -1, MITF inh 0 and GPR151 activ 0.2.
Screening Cc1ccc(CSc2nc3nc(C)c(Cc4ccccc4Cl)c(C)n3n2)cc1 returned FBW7 act 0.3, TEAD-YAP inh -3, MITF inh 13 and GPR151 activ -0.3.
`Cc1ccc(C)c(NC(=O)C2CCCN(S(=O)(=O)c3ccc4c(c3)oc(=O)n4C)C2)c1` (centres undefined) gave FBW7 act 0.0, TEAD-YAP inh -2, MITF inh 4 and GPR151 activ 0.2.
`COc1ccc(-c2cc(-c3ccc4ccccc4c3O)[nH]n2)cc1OC` gave FBW7 act -0.3, TEAD-YAP inh -57, MITF inh 4 and GPR151 activ -1.2.
For CCNC(=O)c1c(NC(=O)c2ccccc2C)sc2c1CCCC2 the results were FBW7 act 0.1, TEAD-YAP inh 6, MITF inh 13 and GPR151 activ 0.0.
Screening CCCOC(=O)c1cccc(Nc2nc(C(=O)OCC)nc3ccccc23)c1 returned FBW7 act 0.0, TEAD-YAP inh 14, MITF inh 2 and GPR151 activ 1.7.
Screening COCCNC(=O)/C(=C\c1cccs1)NC(=O)c1ccc(C)cc1 returned FBW7 act -0.1, TEAD-YAP inh -2, MITF inh -5 and GPR151 activ -0.4.
Screening c1cc2cc(NC3CCNC3)ccc2cn1 (centres undefined) returned FBW7 act 0.1, TEAD-YAP inh -10, MITF inh 2 and GPR151 activ 1.5.
COCCN(CCOC)c1ncnc2c1c(-c1ccccc1)cn2-c1ccc(Br)cc1 was read as FBW7 act 0.3, TEAD-YAP inh -6, MITF inh 3 and GPR151 activ 0.3.
Screening COc1ccccc1-n1c(CNC(=O)c2ccc(S(=O)(=O)N(C)C)cc2)nnc1SCC(=O)Nc1nc2ccccc2s1 returned FBW7 act -0.1, TEAD-YAP inh 1, MITF inh 5 and GPR151 activ 2.2.
For Cc1ccc(C(C)C)c(OCC(=O)Nc2cc(-c3nc4cc(Cl)ccc4o3)ccc2C)c1 the results were FBW7 act 0.1, TEAD-YAP inh -16, MITF inh -6 and GPR151 activ -2.1.
Screening O=C(O)CN1C(=O)c2ccc(C(=O)c3cccc([N+](=O)[O-])c3)cc2C1=O returned FBW7 act 0.6, TEAD-YAP inh -4, MITF inh -8 and GPR151 activ -0.3.

Three entries drawn at random from the list so far, as already listed:
Screening COc1ccccc1-n1c(CNC(=O)c2ccc(S(=O)(=O)N(C)C)cc2)nnc1SCC(=O)Nc1nc2ccccc2s1 returned FBW7 act -0.1, TEAD-YAP inh 1, MITF inh 5 and GPR151 activ 2.2.
Screening c1cc2cc(NC3CCNC3)ccc2cn1 (centres undefined) returned FBW7 act 0.1, TEAD-YAP inh -10, MITF inh 2 and GPR151 activ 1.5.
COCCN(CCOC)c1ncnc2c1c(-c1ccccc1)cn2-c1ccc(Br)cc1 was read as FBW7 act 0.3, TEAD-YAP inh -6, MITF inh 3 and GPR151 activ 0.3.

Remaining list, next part
CCOC(=O)c1sc(N2C(=O)C(=O)/C(=C(/O)c3ccccc3)C2c2ccc(C)o2)nc1C (centres undefined) was read as FBW7 act 0.3, TEAD-YAP inh -1, MITF inh 21 and GPR151 activ 0.1.
`COc1ccc(-c2noc(N3CCCC(C(=O)NCCC(C)C)C3)n2)cc1` (centres undefined) gave FBW7 act 0.0, TEAD-YAP inh -14, MITF inh -4 and GPR151 activ -1.5.
O=C1COc2ccc(C(=O)CSc3nnc4scc(-c5ccc(F)cc5)n34)cc2N1 was read as FBW7 act 0.1, TEAD-YAP inh 15, MITF inh 1 and GPR151 activ -0.4.
Screening CCSc1nsc(SCC)c1C#N returned FBW7 act 0.0, TEAD-YAP inh -4, MITF inh 6 and GPR151 activ -0.1.
For CCC1CN(CCNC(=O)C2CCCCN2C)Cc2cc(OC)ccc2O1 (centres undefined) the results were FBW7 act 0.0, TEAD-YAP inh 6, MITF inh 13 and GPR151 activ 0.1.
O=C(NC1CC1)c1ccnc(N2CCOCC2)c1 was read as FBW7 act 0.0, TEAD-YAP inh -5, MITF inh 6 and GPR151 activ 2.8.

Bioassay records: PubChem BioAssay, The Scripps Research Institute Molecular Screening Center

This is a random part of the collection. Share with any hit: about 3.4%.
